# APE1 inh: qHTS Assay for Inhibitors of the Human Apurinic/apyrimidinic Endonuclease 1 (APE1); recombinant APE1, TAMRA/BHQ-2 abasic DNA cleavage fluorescence; hit rate 0.35% among 350,000; AID 2517, 2012; Potency, µM (doses to about 65.8 µM), for the others: at the top dose activity change, negative = inhibition, actives largely listed as inhibitors;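 further: potency means the concentration at half of the fitted maximal effect; plate controls were vehicle for no effect and reference inhibitor for full effect; nearly all actives have a fitted effect of over 55% in size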
# Target sequence (P27695 whole entry, looked up): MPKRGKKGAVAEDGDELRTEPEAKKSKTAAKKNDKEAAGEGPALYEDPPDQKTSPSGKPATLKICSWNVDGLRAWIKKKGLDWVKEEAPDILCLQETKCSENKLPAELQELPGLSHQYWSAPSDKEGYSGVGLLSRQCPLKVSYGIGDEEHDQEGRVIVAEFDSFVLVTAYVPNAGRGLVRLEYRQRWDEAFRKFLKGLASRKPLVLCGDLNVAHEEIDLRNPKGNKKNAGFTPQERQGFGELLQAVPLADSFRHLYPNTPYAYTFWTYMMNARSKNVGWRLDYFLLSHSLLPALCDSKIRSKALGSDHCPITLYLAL
#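 Measures dequenching upon AP-site incision of a 5'-TAMRA/3'-BHQ-2 THF-containing duplex, 50 nM; human APE1 0.75 nM after 15 min room-temperature exposure to compound; kinetic three-point read at one-minute spacing.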
# Anesthetic bind: qHTS Assay for Identification of Novel General Anesthetics; apoferritin/1-aminoanthracene competitive binding, fluorescence; Potency, µM (top dose mostly 77.5 µM), for the others: top-dose activity change, negative = displacement, actives largely listed as inhibitors; hit rate 0.074% among 350,000; Ferritin light chain (Equus caballus), P02791; further: potency means the concentration at half of the fitted maximal effect; on the % scale 0 is the no-effect control and ±100 the full control effect; nearly all actives have a fitted effect of over 20% in size
# Target sequence (P02791 2-175 limits assumed): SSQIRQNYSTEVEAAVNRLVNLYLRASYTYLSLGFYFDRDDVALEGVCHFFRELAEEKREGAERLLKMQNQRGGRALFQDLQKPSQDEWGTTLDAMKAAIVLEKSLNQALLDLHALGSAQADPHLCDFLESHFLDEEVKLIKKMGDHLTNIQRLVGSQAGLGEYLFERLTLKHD
#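 Steps: apoferritin (10 uM) was premixed with half-saturated 1-AMA in PBS, compounds were pin-transferred, plates stood 10 min at room temperature, fluorescence was read at 380/535 nm, and curves were fitted with a Hill equation.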
# LDHA block: qHTS assay for inhibitors of human lactate dehydrogenase. L-lactate dehydrogenase A chain (Homo sapiens), P00338. purified LDHA, NADH/diaphorase-resazurin fluorescence; hits give low values. activity change, % (values are at about 110 or 230 µM). hit rate 0.15% among 480,000. AID 1347041, 2019; in the data active means activity change below about -30%; inconclusive means mostly about -25% to -30%;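 further: plate controls were DMSO wells for no effect and wells without enzyme for full effect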
#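 Enzyme activity of human lactate dehydrogenase 5 (2 nM; 0.06 mM NADH, 0.2 mM pyruvate, 5 min, RT) is measured via a resazurin/diaphorase fluorescence readout of residual NADH.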
# RGS4 inhibitor: Inhibitors of Regulator of G Protein Signaling (RGS) 4: qHTS | Transcreener GDP fluorescence polarization, RGS4-accelerated GTP hydrolysis | Potency, µM (doses to about 114 µM), without a hit: at the top dose activity change, negative = inhibition, usual class: inhibitors | hit rate 0.039% among 390,000; further: potency means the concentration at half of the fitted maximal effect; on the % scale 0 is the no-effect control and ±100 the full control effect; nearly all actives have a fitted effect of over 75% in size; some results filed as inactive show a strong effect at the top dose
# Target sequence (P49798 whole entry, looked up): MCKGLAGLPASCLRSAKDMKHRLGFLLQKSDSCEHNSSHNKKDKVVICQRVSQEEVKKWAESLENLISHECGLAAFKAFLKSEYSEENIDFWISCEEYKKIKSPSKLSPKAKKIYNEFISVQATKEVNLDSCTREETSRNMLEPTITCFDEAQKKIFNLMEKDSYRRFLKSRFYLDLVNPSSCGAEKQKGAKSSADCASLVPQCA
#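 MLSMR compounds (23 nl, pin-transferred) preincubated 10 min at room temperature with a 500nM (2x) first reagent, then RGS4 at 900nM (2x) plus Transcreener GDP mix added; fluorescence polarization (620/688 nm) read before and after 90 min at 30 °C.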
# POLH inh: qHTS for Inhibitors of Polymerase Eta | DNA polymerase eta (Homo sapiens), Q9Y253 | recombinant Pol eta, fluorescent DNA replication assay | Potency, µM (highest dose often 114 µM), inactives show at the highest dose activity change, negative = inhibition, hits mostly inhibitors | hit rate 1.2% among 390,000 | AID 588591, 2011; further: potency means the concentration at half of the fitted maximal effect; on the % scale 0 is the no-effect control and ±100 the full control effect
#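 Pol eta at 10 nM preincubated with compounds 15 min at room temperature; reaction started with fluorescent substrate (50 nM final) and read kinetically at 0 and 10 min.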
# ERG-DNA inh: qHTS for Small Molecule Inhibitors of the ERG Ets/DNA interaction | fluorescence polarization, His-ERG Ets domain / labelled DNA | Potency, µM (titrated, usually from 76.9 µM), inactives show at the highest dose FP activity, negative = inhibition, hits mostly inhibitors | Transcriptional regulator ERG (Homo sapiens), P11308 | AID 624246, 2012 | hit rate 0.028% among 370,000; active means well fitted inhibition curve with a large enough effect in the polarisation, with a control signal flat; inconclusive means small, poorly fitted or top-dose-only effect, or effect the other way, or a change in a side signal; inactive means no such curve, though single readings can be large or run the other way; the % refers to the polarisation;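 further: polarization taken with two DNA probes labelled with fluorescein and Texas red; potency means the concentration at half of the fitted maximal effect; % of control where 0% means no effect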
#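 His-tagged ERG Ets domain (1 uM in the protein solution; 300mM KCl, 50mM Tris-HCl, 1mM EDTA, 1mM DTT, pH 7.5) received compound, then a probe mix of 5 nM fluorescein-DNA and 100nM Texas-615-DNA. Fluorescence polarization was read for both dyes.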
# Pol beta inh: qHTS Assay for Inhibitors of DNA Polymerase Beta; P06746; Pol beta primer extension/strand displacement, fluorescence kinetic; Potency, µM (series often up to 114 µM), without a hit: at the top dose activity change, negative = inhibition, hits mostly inhibitors; hit rate 1.3% among 340,000; further: potency means the concentration at half of the fitted maximal effect; on the % scale 0 is the no-effect control and ±100 the full control effect
#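 Preincubation: enzyme (10 nM) with compound, 15 min, RT. Reaction: substrate added to 50 nM final. Reads: 0 and 10 min. Analysis: normalized, Hill fit.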
# 12-LOX inh: Primary qHTS assay for inhibitors of human arachidonate 12S-lipoxygenase (ALOX12): Round 2 | purified 12hLO, xylenol orange hydroperoxide absorbance | Potency, µM (highest dose often 108 µM), for the others: at the highest dose activity change, negative = inhibition, hits mostly inhibitors | Polyunsaturated fatty acid lipoxygenase ALOX12 (Homo sapiens), P18054 | hit rate 1.1% among 580,000; further: potency means the concentration at half of the fitted maximal effect; on the % scale 0 is the no-effect control and ±100 the full control effect
#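 Purified human 12hLO at 150 nM in 25 mM Hepes, 0.01% Triton X-100, pH 7.0, preincubated 15 min at room temperature with compound. Reaction started with 40 uM arachidonic acid, 30 min at room temperature. Hydroperoxide measured by Fe-xylenol orange, 573/405 nm absorbance ratio.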
# Pol kappa inh: qHTS for Inhibitors of Polymerase Kappa; DNA polymerase kappa (Homo sapiens), Q9UBT6; purified Pol kappa, fluorescent DNA synthesis assay, 10 min; Potency, µM (top dose mostly 107 µM), for the others: at the highest dose activity, negative = inhibition, hits mostly inhibitors; hit rate 0.53% among 400,000; further: potency means the concentration at half of the fitted maximal effect; on the % scale 0 is the no-effect control and ±100 the full control effect
#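 Activity was followed as the change in fluorescence between reads at 0 and 10 min after starting the reaction with 50 nM substrate. Beforehand, 10 nM polymerase had been preincubated with compound for 15 min at room temperature.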
# * marks the source's active call; other numbers are inactive results; ? = inconclusive; · = no result given; & = joins results of further samples; [ ] = another dose, or the depositor's remark. Unless noted, the call rests on the fitted dose curve; in most records, active means well fitted curve in the direction sought with a large enough effect; inconclusive means small, poorly fitted or top-dose-only effect, or another doubt; inactive means no such curve, though single readings can be large; an effect the other way counts as inactive or inconclusive. Only part of the results is shown (hit frequency here may not be typical).
SMILES,APE1 inh,Anesthetic bind,LDHA block,RGS4 inhibitor,POLH inh,ERG-DNA inh,Pol beta inh,12-LOX inh,Pol kappa inh
COc1ccc(/C=N/NC(=S)Nc2ccccc2)cc1COc1ccc(F)cc1F,5%,-22%,-7,-1%,-3%,-27%,-11%,?,-13%
CCOC(=O)CSc1ncnc2c1cnn2-c1ccc(C)cc1,0%,-3%,-3,-25%,-13%,3%,?,26%,9%
CCOC(=O)c1c(NC(=O)C(C)N2CCN(C(=O)c3ccco3)CC2)sc2c1CCCC2 (centres undefined),10%,64%[activator],-4,21%,-14%,-15%,11%,-2%,-8%
CN(Cc1ccc(F)cc1)C(=O)c1cccc(S(=O)(=O)N2CCN(c3ccc(F)cc3)CC2)c1,-7%,·,-9,-5%,-4%,-2%,·,?,-13%
N#C/C(=C/c1ccccc1)c1nn(CCO)c(N)c1C#N,-3%,-12%,-4,-8%,-1%,-4%,7%,-8%,-1%
CCc1cccc(C)c1NC(=O)c1cnn(-c2ccc(F)cc2)c1-n1cccc1,·,-3%,1,-14%,-8%,12%,69%,?,9%
O=C(CSc1ccc2ccccc2n1)c1ccc2c(c1)OCO2,-3%,?,-3,17%,-1%,-15%,-13%,-6%,-16%
Cc1cc(C)n(C(=O)c2cccc(S(=O)(=O)N3CCOCC3)c2)n1,1%,8%,-7&5,12%,-4%,-4%,-9%,0%&-1%,-20%
Cc1cccc(N2C(=O)CC(Sc3nccc(C)n3)C2=O)c1 (centres undefined),10%,-5%,-1,-11%,-1%,-5%,15%,14%,-4%
COc1cc2c(=O)n(CCC(=O)NCC3CCCO3)c(=O)n(CC(=O)Nc3ccc(C)cc3)c2cc1OC (centres undefined),10%,-7%&5%,-4&-1,-13%&-6%,-14%&-6%,-1%&7%,-1%&4%,-3%&-27%,-12%&-12%
COCc1cc(CN2CCCC2)c(O)c2ncccc12,-3%,?,12,8%,-8%,·,-2%,-25%,-16%
Cc1cc(OCC(=O)NC2CC(C)(C)NC(C)(C)C2)c(C)cc1Br,-3%,-6%,3,-14%,-22%,4%,11%,-1%,-8%
COC(=O)c1ccccc1NC(=S)NC(NC(=O)COc1ccccc1)C(Cl)(Cl)Cl (centres undefined),-4%,?,2,?,-23%,1%,5%,?,-12%
N#CCN1CCC/C1=C\[N+](=O)[O-],4%,-3%,-12,28%,5%,·,1%,-20%,-2%
CCOC(=O)C1CCN(C(=O)c2ccc(C)o2)CC1,19%,·,-3,-24%,-9%,-12%,·,1%,-15%
COc1ccc(CCNC(=O)c2ccc3c(c2)ncn3-c2ccc(C(C)C)cc2)cc1OC,·,-11%,1,-19%,-4%,-2%,-9%,-13%,-11%[60.1 µM]
NC(=S)NN=C(Cc1ccccc1)Cc1ccccc1,-1%,?,-3,?,-22%,-15%,8%,11µM*,-11%
Nc1ncc(S(=O)(=O)NCc2ccccc2)cn1,·,7%,-10,22%,-13%,-3%,36%[activator],-12%,-12%[60.1 µM]
CCCCCNC(=O)c1ccc2c(=O)[nH]c3c(C(=O)NCC4CCCO4)sc(=S)n3c2c1 (centres undefined),?,-6%,3,-25%[11.4 µM],25µM*,-6%,-8%,-25%,-44%
CC(/C=N/Nc1nc2ccccc2[nH]1)=C\c1ccccc1,?,-5%,-8,25%[11.4 µM],-16%,-5%,6%,?,-18%[60.1 µM]
COc1ccc(CCNS(=O)(=O)c2cccc([N+](=O)[O-])c2)cc1OC,-8%,-3%,-7,?,2%,-6%,?,4%,-1%
COc1cccc(-c2nc(CS(=O)(=O)CC(=O)NCc3ccc4c(c3)OCO4)c(C)o2)c1,31%,-5%,0,-14%,-7%,12%,-12%,3%,-2%
CCOC(=O)c1ccc(NS(=O)(=O)c2ccc3c(c2)NC(=O)CCS3)cc1,27%,-8%,-2,-21%,-11%,13%,44%,-13%,2%
CC(C)C(=O)Nc1cccc(C(=O)N2CCCCC2C)c1 (centres undefined),-3%,-11%,1,-44%,-5%,7%,0%,12%,5%
COc1ccc([C@H]2CC(=O)C=C(c3ccc(OC(F)(F)F)cc3)C2)cc1,4%,·,4,-9%,-14%,6%,·,-12%,-14%
NC(=O)C(Cc1ccccc1)NS(=O)(=O)c1ccc(N2CCCC2=O)cc1 (centres undefined),0%,-5%,-4,27%,-1%,·,1%,-4%,-8%
COc1ccccc1C(=O)C1CCCN(C(=O)C2CCCC2)C1 (centres undefined),2%,?,0,6%,-11%,10%,-4%,5%,-1%
O=C(CNC(=O)c1cccc(F)c1)N/N=C/c1cccc([N+](=O)[O-])c1,23%,?,-3,-33%,-12%,-12%,12%,-8%,1%
Oc1cccc2ccc(/C=C/c3c(F)cccc3Cl)nc12,12%,?,9,-15%,-9%,1%,-2%,-22%,-13%
O=C(CCCN1C(=O)c2cccc3cccc(c23)C1=O)N1CCN(c2ncccn2)CC1,11%,-7%,-1,26%,-7%,7%,40%,-2%,2%
Nn1c(SCC(=O)N2CCCc3ccccc32)nnc1-c1ccc(Cl)cc1,-3%,-15%,-9,8%,2%,-4%,6%,0%[57.4 µM],-7%
O=C(COC(=O)/C=C/c1cccs1)Nc1nc(-c2ccccc2)cs1,-11%,?,1,-6%,-8%,11%,6%,-8%,4%
COc1cc(NC(=O)COc2cc(O)c3c(c2)OC(C)(C)CC3=O)cc(OC)c1,4%,-15%,-2,13%,-17%,0%,11%,43%[activator],-4%
Nc1nnc(C(c2ccccc2)c2ccccc2)s1,0%,1%,-2,-35%,-6%,-3%,2%,0%,-4%
O=C(CSc1n[nH]c(-c2cccs2)n1)N1CCCC1,9%,·,0,-9%,0%,2%,·,0%,-6%
COc1ccc(C)cc1NC(=O)CCNC(=O)Cn1cnc2ccccc2c1=O,68%[activator],-3%,0,-37%,-18%,1%,21%,-1%,-1%
O=c1c(O)c(-c2ccccc2)oc2cc(O)cc(O)c12,7%&-6%,·,13,-4%,-18%,13%,·,11%,14%
CC(C)Nc1nnc(SCC(=O)Nc2ccc3c(c2)C(=O)c2ccccc2C3=O)s1,?,-7%,10,-21%,?,·,0%,-10%,-17%
Cc1cc(C)cc(NC(=O)C2CCN(c3nc4ccccc4nc3C(F)(F)F)CC2)c1,·,-14%,-4,13%,-16%,0%,7%,-25%,-5%
COc1ccc(S(=O)(=O)N2CCC(N3CCCCC3)CC2)cc1,-4%,-11%,-7,-47%,-6%,2%,-2%,?,4%
S=C(NC1CCCCC1)N1CCn2cccc2C1c1ccncc1 (centres undefined),7%,-7%,-11,-8%,2%,-8%,-2%,5%,-7%
O=C(CCN1C(=O)/C(=C\c2cccs2)SC1=S)Nc1ccccn1,-5%,-13%,-1,-34%,-2%,30%[activator],-1%,-23%,-4%
O=C(C1CC1)N1CCC(c2nc(-c3ccc(S(=O)(=O)NCC4CCCO4)cc3)no2)CC1 (centres undefined),10%,-11%,2,13%,-7%,5%,17%,1%,-1%
CCc1cc2c(cc3c(=O)n(CCCC(=O)NCc4cccc(Br)c4)ncn32)s1,·,-11%,-8,-17%,-8%,-3%,4%,-12%,10%
CSCCC(=O)Nc1ccc(C(C)=O)cc1,1%,-12%,-3,21%,-4%,·,21%,2%,-2%
[N-]=C=C1C(=O)NC(=O)C([n+]2ccc(-c3ccncc3)cc2)C1c1ccccc1C(F)(F)F (centres undefined),-3%,-1%,31,?,-25%,-5%,-1%,?,-12%
COC(=O)/C(=N/Nc1ccccc1C)N1CCCc2ccccc21,8%,-6%,-1,-4%,-12%,-17%,32%,-26%,-15%
CC(=O)Nc1ccc(S(=O)(=O)NNC(=O)C(=O)NNc2ccccn2)cc1,1%,-1%,4,7%,-5%,4%,-1%,0%,12%
Cc1ccccc1NC(=O)c1c2c(nc3ccccc13)C(=O)N(C1CCCCC1)C2,·,-7%,2,8%,-1%,-6%,0%,-6%,0%
Cc1ccc2cc3c(=O)n(C)cc(C=O)c3nc2c1,·,·,0,21%[11.4 µM],1%,0%,·,-1%,-19%
COc1ccccc1C(=O)NC(=O)COC(=O)c1ncc(Cl)c(Cl)c1Cl,24%,·,1,-6%,-9%,8%,·,-2%,-1%

# With a hit mark in POLH inh (from the list above):
canonical_smiles	APE1 inh	Anesthetic bind	LDHA block	RGS4 inhibitor	POLH inh	ERG-DNA inh	12-LOX inh	Pol kappa inh
CCCCCNC(=O)c1ccc2c(=O)[nH]c3c(C(=O)NCC4CCCO4)sc(=S)n3c2c1 (centres undefined)	?	-6%	3	-25%[11.4 µM]	25µM*	-6%	-25%	-44%

# Source: PubChem BioAssay (National Center for Advancing Translational Sciences (NCATS))
